HTR5A inv ag: counter-screen for OPRM1-OPRD1 inverse agonists: human HTR5A inverse agonism; HTR5A cell line, luminescence; P47898; 340,000 tested, 0.083% active; inhibition, % at 9.3 µM; in the data active means inhibition mostly above about 23%, no sharp cut-off; inactive means mostly below about 18%;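 further: 0% = cells with DMSO and 100% = no-cell wells with DMSO; some compounds called inactive have numbers as strong as hits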
Target sequence (P47898 whole entry, looked up): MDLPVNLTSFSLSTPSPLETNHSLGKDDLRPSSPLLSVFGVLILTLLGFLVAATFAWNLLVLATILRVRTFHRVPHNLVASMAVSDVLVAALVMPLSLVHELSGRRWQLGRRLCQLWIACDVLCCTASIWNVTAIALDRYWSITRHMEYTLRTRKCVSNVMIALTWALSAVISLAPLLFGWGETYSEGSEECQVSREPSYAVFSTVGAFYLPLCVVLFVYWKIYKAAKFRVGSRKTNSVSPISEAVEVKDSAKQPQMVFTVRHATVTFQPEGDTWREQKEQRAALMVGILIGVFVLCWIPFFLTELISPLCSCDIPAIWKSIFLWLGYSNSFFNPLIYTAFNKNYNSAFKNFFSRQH
DSG3 Ab inh: blocks pemphigus antibody binding to human desmoglein-3; P32926; AID 588358; DSG3-coupled beads, scFv-anti-DSG3-GFP binding, flow cytometry; active compounds read low; binding (percent of control), % at 10 µM; 310,000 tested, 0.48% active;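 active means binding more than 3 SD below its plate's average and above zero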;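 further: hits lower antibody fragment binding to DSG3; some compounds called inactive have numbers as strong as hits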
phage Ecoli inh: E. coli growth loss with phage present. growth absorbance. inhibition, % at 11.9 µM. AID 651602. 360,000 tested, 0.26% active; in the data active means inhibition above about 11%
MOR-DOR inv ag: mu-delta opioid heterodimer inverse agonism; inhibition, % at 9.3 µM; cell-based MOR-DOR heterodimer luminescence; 340,000 tested, 0.21% active; in the data active means inhibition above about 22%, passing the limit was not always enough;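 further: 0% = cells with DMSO and 100% = wells without cells with DMSO; values of inactives mirror those of a sister screen read the other way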
HTR5A ag: counter-screen for OPRM1-OPRD1 agonists: human HTR5A agonism. AID 504692. activation, % at 9.3 µM. HTR5A agonist assay, luminescence, cell-based. 340,000 tested, 0.61% active. P47898; in the data active means activation mostly above about 9.5%, no sharp cut-off; inactive means mostly below about 7.6%;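 further: 0% = cells with vehicle only and 100% = reference agonist; strong numbers were not always called active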
E coli growth: reduces bacterial viability in AddAB counter-screen; E. coli V3065 growth, OD600 absorbance, 18 h; inhibition, % at 11.9 µM; 330,000 tested, 0.27% active;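 active means inhibition above the campaign's mean inhibition across all tested compounds plus 3 SD, cut at about 9.9% in these data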;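 further: uninfected addAB+ strain grown without phage in ampicillin broth; 0% = DMSO wells and 100% = ciprofloxacin 0.95 µg/ml wells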
PKA-R1A activ: activates the PKA-R1A holoenzyme complex; P00514+P68181; PKA-R1A dissociation, Cy5-IP20 fluorescence polarization; scaled: DMSO 0%, 113 µM cGMP 100%; activation, % at 11.4 µM; 340,000 tested, 0.083% active; AID 504707;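 active means percent activation above the mean of all tested compounds plus 3 SD, cut at about 19% in these data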;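 further: higher means more PKAc released from R1A so a rise in polarization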
OPRM1-OPRD1 ag: agonists of human mu-delta opioid receptor heterodimerization; activation, % at 9.3 µM; cells, OPRM1-OPRD1 heterodimerization, luminescence; 340,000 tested, 0.3% active; AID 504326; in the data active means activation above about 18%;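 further: 0% = vehicle-treated cells and 100% = reference agonist; values of inactives mirror those of a sister screen read the other way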
SUMO Mot1 rescue: blocks SUMOylation pathway, rescuing yeast Mot1-301 growth; growth rescue, % at 18.8 µM; 320,000 tested, 1% active; S. cerevisiae Mot1-301 growth rescue, ATP luminescence, 38.5C; percent above DMSO median, 100 means doubled;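 active means every valid replicate shows activation above 250% relative to neutral control wells; inactive means the rest, any valid replicate at or below 250%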;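 further: OY570 slx delta 5 strain wells were the positive control but not used for scaling; some compounds called inactive have numbers as strong as hits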
AddAB inh: less growth of phage-infected E. coli with AddAB. inhibition, % at 11.9 µM. AID 435030. 330,000 tested, 0.29% active. E. coli expressing H. pylori AddAB, absorbance growth; in the data active means inhibition above about 12%;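 further: 0% = vehicle wells of infected cells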
PfHsp90 set2: growth inhibition of yeast expressing Plasmodium Hsp90; S. cerevisiae expressing PfHsp90, BacTiter-Glo ATP, 48 h; yeast lacking PDR1 and PDR3 efflux regulators; 310,000 tested, 0.32% active; inhibition, % at 9.4 µM; AID 504621;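 active means every replicate shows inhibition above about 80%, whatever the replicate mean, limit read from the data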;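 further: 0% = DMSO neutral controls and 100% = 20 µM radicicol positive controls; yeast relying on Plasmodium falciparum Hsp90 in place of its own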
* hit, by the source's call; nt = no result given.

SMILES	HTR5A inv ag	DSG3 Ab inh	phage Ecoli inh	MOR-DOR inv ag	HTR5A ag	E coli growth	PKA-R1A activ	OPRM1-OPRD1 ag	SUMO Mot1 rescue	AddAB inh	PfHsp90 set2
COCCn1c(SCc2ccc(F)cc2)nc2c1c(=O)[nH]c(=O)n2C	0	107	1.4	7	0	0.4	-7	-1.4	-11	2.9	9
CN1CCN(S(=O)(=O)c2cccc(C(=O)N(Cc3nnc(-c4ccccc4Cl)o3)C3CC3)c2)CC1	14	105	1.7	9	1	0.6	10	-1.6	-22	0.4	-1
Cc1cc(C)c2c3c(sc2n1)C(=O)N(C)CC(=O)N3	-14	93	2.4	0	-4	1.5	-11	0.0	5	3.5	23
CCOC(=O)c1c(NC(=O)CC(C)C)sc(C(C)=O)c1C	-27	101	-0.2	-32	5	-2.2	0	5.5	-13	1.5	nt
Cc1c(C=Nc2ccc(S(=O)(=O)N(C)C)cc2)c(O)[nH]c(=O)c1C#N	-6	92	0.7	8	5	0.8	-4	-1.6	8	0.3	-19
COc1cc(CN2CCCCCC2)c([N+](=O)[O-])cc1OC	-9	135	-2.7	-21	3	0.2	4	4.3	-32	8.1	-1
CCCOc1ccc(NC(=O)C2CCCNC2=O)cc1 (configuration not stated)	-13	98	4.2	2	-2	1.1	-3	-0.4	-6	-0.3	nt
Cc1ccc(Cn2c(C3CCCN3c3nc(C)cs3)nc3cc(C(F)(F)F)ccc32)cc1 (configuration not stated)	-12	103	nt	-58	-1	-0.7	-6	10.0	183	2.9	35
CN(C)S(=O)(=O)c1cccc(NC(=O)CCCc2nc3ccccc3c(=O)[nH]2)c1	3	110	1.1	10	0	-0.9	1	-1.5	-6	-0.9	-15
Cc1cc(C)cc(-n2c(C)cc(/C=N/NC(=O)CN(c3c(C)cccc3C)S(C)(=O)=O)c2C)c1	-3	nt	2.1	3	1	0.9	-16	-0.8	-10	5.1	7
O=C(Nc1ccc(S(=O)(=O)N2CCCC2)cc1)c1cccs1	-8	97	6.2	8	3	3.1	-10	-1.4	23	1.4	-19
CC(NC(=O)CSc1nnnn1C1CC1)c1ccccc1Br (configuration not stated)	2	84	2.4	7	-1	3.5	0	-1.5	-27	0.0	nt
Cc1ccccc1SCCNC(=O)c1ccccc1Br	-13	119	2.8	0	2	-0.6	-3	-0.1	-9	1.6	-12
Cc1ccc(C(=O)COC(=O)CNC(=O)c2ccco2)cc1	-54	104	3.1	17	-1	1.0	4	-3.7	188	0.2	18
O=[N+]([O-])c1ccc(OCCCCN2CCc3ccccc3C2)cc1	-29	108	2.4	7	4	-0.3	8	-1.3	85	1.1	3
S=c1[nH]nc(-c2ccco2)n1/N=C/c1ccc(Cl)c(Cl)c1	-9	99	3.7	-32	3	1.4	2	5.3	1	1.6	-38
O=c1ccnc(SCCc2ccc([N+](=O)[O-])cc2)[nH]1	-23	107	2.2	2	0	-0.2	8	-0.4	-8	0.8	18
Cc1c(Cl)c([N+](=O)[O-])nn1CC(=O)N1CCCc2ccccc21	26	104	2.9	9	1	-0.3	2	-1.6	1	-0.8	8
O=C(CN1CCOCC1)NNc1c2ccccc2nc2ccccc12	-2	nt	0.6	2	-4	-1.6	3	-0.4	4	4.4	-18
CCOc1ccc(S(=O)(=O)N2CCCCC2)cc1NC(=O)c1c(CC)noc1C	-16	99	2.5	-8	4	-0.2	2	1.2	27	2.6	-9
CCCCCNCC(=O)Nc1cc(C(F)(F)F)ccc1OCCOC	1	99	1.6	-1	0	-1.6	10	0.2	-13	1.6	-9
Cc1cc(S(=O)(=O)NC2CCCC2)ccc1-n1cnnn1	1	122	2.2	-4	-4	-0.4	-9	0.5	-12	-0.1	-23
Cc1c(C)c2c(OCC(=O)Nc3ccc(CCO)cc3)cc3c(c2oc1=O)CCC(C)(C)O3	3	99	2.3	16	4	-1.3	-13	-3.2	-3	5.0	10
CCOc1ccc(NC(=O)C2CCCN(c3cnccn3)C2)cc1 (configuration not stated)	-19	106	2.2	15	5	0.1	6	-3.0	-9	3.8	-5
COc1ccccc1NC(=O)C1CCCN(S(=O)(=O)c2ccc(-n3cnnn3)cc2)C1 (configuration not stated)	3	96	-0.1	2	7	0.1	-6	-0.3	-4	3.2	-61
CCOC(=S)SCC(=O)Nc1nccs1	-8	nt	-1.1	11	-6	-0.6	-7	-2.4	nt	-1.7	-9
COc1cccc(/C=N/NC(=O)c2cc3c(OC)cccc3[nH]2)c1OC	13	101	4.2	-5	-4	-2.4	-12	0.9	26	1.6	7
CCn1cc(C(=O)NCc2ccco2)c(=O)c2cc(S(=O)(=O)N3CCCCCC3)ccc21	-2	104	0.8	9	1	-3.2	12	-1.7	6	-1.8	16
CCn1cc(/C=N\NC(=O)Cc2ccc([N+](=O)[O-])cc2)c(C)n1	7	108	2.6	14	0	-1.3	-4	-2.7	2	-1.2	15
CCc1nc2ccc(C(=O)NCCCN3CCN(c4ccccc4F)CC3)cc2nc1CC	-2	122	-1.3	4	1	-1.4	-8	-0.8	-2	-1.2	18
COCCn1c(SCc2nc3cc(OC)c(OC)cc3c(=O)[nH]2)nnc1-c1ccncc1	15	90	3.5	3	-1	0.1	7	-0.5	9	1.5	18
CN(C)S(=O)(=O)c1cccc(C(=O)NC(=S)N(CCC#N)Cc2cccnc2)c1	-8	104	0.9	-3	3	0.4	-9	0.6	6	0.8	31
CNC(=O)c1sc(Nc2cc(C)ccc2C)nc1C	5	100	2.9	9	-2	-0.4	3	-1.5	1	2.1	-7
O=C(CCc1nnc2n(Cc3ccccc3)c(=O)c3ccccc3n12)NCCCN1CCCCC1	9	89	2.2	13	-2	1.8	1	-2.6	6	-0.6	-22
COc1ccc(NC(=O)CSc2nnc(-c3ccco3)c(-c3ccco3)n2)cc1OC	-7	123	1.4	-63	2	-1.4	-6	7.8	183	0.5	12
O=C(NNc1nc2ccccc2s1)c1ccc(F)cc1	-3	127	-1.2	11	1	-8.5	-7	-2.1	-14	-6.1	2
ONC(=Nc1ccc(Cl)cc1)c1ccccc1	9	102	4.7	15	-1	2.6	-11	-3.2	12	7.7	nt
Cc1cc(NC(=O)COC(=O)c2c(Cl)cccc2Cl)no1	-4	108	-0.7	3	1	0.7	6	-0.8	6	0.3	-3
O=[N+]([O-])c1ccc(COc2cccc3cccnc23)cc1	9	96	-3.0	4	-2	-5.0	-3	-1.0	-8	-2.1	-7
COCCNC(=O)c1cnn2c(C(F)F)cc(-c3ccc(C)cc3)nc12	3	98	2.0	12	-1	-0.3	5	-2.5	-13	1.6	-2
Cc1ccc(-n2nnnc2CNC(=O)C2CC(=O)N(c3ccccc3)C2)cc1C (configuration not stated)	-17	99	0.7	16	-2	0.0	0	-3.1	8	1.0	-1
Cc1ccc(C2=CSC3=NS(=O)(=O)CCN23)cc1C	-18	nt	3.7	-14	7	-0.6	4	2.4	73	0.5	nt
COc1ccc(C(=O)CSc2n[nH]c(=O)[nH]c2=O)cc1	-11	93	4.0	10	0	1.8	-6	-2.0	-4	2.9	-2
CN(C)C(CNS(=O)(=O)c1ccc(Br)cc1)c1cccnc1 (configuration not stated)	5	102	3.3	14	1	1.0	2	-2.4	-14	2.6	nt
O=C(OCC(=O)N1CCN(C(=O)c2ccco2)CC1)c1cc(=O)c2ccccc2o1	-14	70	-0.8	18	0	-1.4	-6	-3.4	3	4.3	3
CC(C)(C)C(=O)NC(=S)NCc1ccccc1	6	68	3.2	3	-3	-0.2	3	-0.5	-1	0.3	1
NCCCCCNC(=O)c1nc[nH]c1C(=O)NCC(=O)OCc1ccccc1	4	105	0.9	15	-1	-0.7	3	-3.4	-27	0.9	17
Cc1cccc(OCCSc2nc(N)cc(N)n2)c1	-16	101	3.6	14	0	0.4	-2	-2.6	4	2.1	-22
CCCn1c2ccccc2c2cnn(CC(=O)N(CC)CC)c(=O)c21	-7	88	-1.0	19	2	-0.8	-3	-4.4	4	-0.5	17
COc1ccc2nc(C)cc(Nc3ccc(N4CCN(C)CC4)cc3)c2c1	-4	98	1.8	-5	1	0.9	1	1.0	19	-1.6	-4
CC1(C)CC(=O)c2cc(OCC(=O)NCC3CCCO3)ccc2O1 (configuration not stated)	2	98	1.6	8	-1	0.2	-3	-1.5	166	3.3	-35
Cc1cc(/C=C2\SC(=O)NC2=O)c(C)n1-c1ccc(N(C)C)cc1	4	106	4.3	11	-1	0.0	-4	-2.4	16	4.2	-4
CCCCc1nnc(NC(=O)C(C)Sc2nc(C)cc(=O)[nH]2)s1 (configuration not stated)	37	92	0.1	-2	6	-0.7	-4	0.4	-7	0.6	-18
C#CC[N+](C)(C)CCCCCCCCCC	0	116	3.4	-13	7	0.7	0	2.8	-2	3.1	-20
O=C(C[n+]1ccc2ccccc2c1)c1ccccc1	7	99	3.9	14	-2	-1.2	-4	-2.9	16	-0.6	-25
CCN(CC)S(=O)(=O)c1ccc(C(=O)Nc2ccc(Cc3ccncc3)cc2)cc1	-3	94	4.4	3	1	3.2	-3	-0.6	-10	0.1	-12
COc1cc(/C=C/c2[nH]c(=O)[nH]c(=O)c2[N+](=O)[O-])ccc1OCCC(C)C	-2	102	3.2	3	1	2.5	6	-0.7	4	5.0	8
Cc1cc(C)c(Cn2c(=O)n(CCCC(=O)NCc3ccco3)c(=O)c3sccc32)c(C)c1	-17	93	1.4	-45	3	0.4	2	7.2	123	-1.2	-9
COc1cc2c(cc1NC(=O)c1cccc(Br)c1)CCCC2	-9	nt	4.0	-19	-1	0.1	2	3.2	0	2.9	-4
CCOC(=O)C1=C(C)NC(=O)NC1c1cn(-c2ccccc2)nc1-c1cccs1 (configuration not stated)	-4	99	0.2	-8	1	0.4	-5	1.4	-9	-0.1	13

(listing goes on)
SMILES	HTR5A inv ag	DSG3 Ab inh	phage Ecoli inh	MOR-DOR inv ag	HTR5A ag	E coli growth	PKA-R1A activ	OPRM1-OPRD1 ag	SUMO Mot1 rescue	AddAB inh	PfHsp90 set2
CCOCCCNS(=O)(=O)c1ccc(NC(=O)c2ccc(OC)c([N+](=O)[O-])c2)cc1	-4	101	3.1	-3	2	0.2	-11	0.5	0	0.0	22
CC(C)(C)NCC1(CO)SC(N)=NC1=O (configuration not stated)	-14	nt	2.6	7	2	1.1	11	-1.3	3	-0.4	10
CC(C)NS(=O)(=O)c1ccc(CCC(=O)N2CCCC2)cc1	1	106	3.4	8	0	-0.7	-6	-1.3	-2	1.4	2
CC(C)OCCCNCc1cccs1	-3	102	1.8	13	1	0.4	-7	-2.5	-15	-0.8	-21
Cc1ccc(Sc2c(C)nn(C(=O)C3CC3)c2C)cc1	-2	99	5.6	-9	1	1.6	-1	1.6	-10	2.3	-10
CCOC(=O)C1=NS(=O)(=O)NC(C)=C1	15	107	0.2	18	-4	0.7	0	-3.6	nt	2.5	6
O=C(c1cnc(N2CCN(c3ccccn3)CC2)c2ccccc12)N1CCN(c2cccc(Cl)c2)CC1	-19	99	2.2	-32	7	-0.2	4	6.2	-12	2.8	3
CCN(CC)CCCNC(=O)C1c2cc(OC)c(OC)cc2C(=O)N(C)C1c1cccnc1 (configuration not stated)	13	119	2.2	6	-5	0.0	5	-1.3	0	1.4	nt
